High-throughput results from PubChem BioAssay.
SV40 large T antigen – SV40 large T antigen inhibitors, biochemical (AID 1903); SV40 large T antigen ATPase/helicase inhibition assay; higher % means a stronger effect; one-dose inhibition, % at 20 µM; IC50 in µM for titrated hits; 0.39% of 310,000 active; in the data active means a potency from the dose series; inconclusive means inhibition mostly from about 32% at the one dose, without a potency; inactive means the rest, 99 in 100 with inhibition below about 32%; further: strong numbers were not always called active
MgcRacGAP inhibition – MgcRacGAP GTPase-activating activity inhibitors, confirmation, biochemical, ADP Hunter fluorescence; MgcRacGAP-stimulated Rac1 GTP hydrolysis, ADP Hunter fluorescence; higher % means a stronger effect; GST-tagged Rac1 F28L mutant substrate; one-dose inhibition, % at 30 µM; IC50 in µM for titrated hits; 0.6% of 340,000 active; AID 624330;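 active means first-screen hits whose inhibition reached a set limit at any dose in the follow-up dose series; inconclusive means inhibition above the set first-screen limit but never retested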;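 further: fluorescence reports GDP produced by GAP-driven GTP hydrolysis; strong numbers were not always called active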
NS5 inhibitors – flavivirus cap methylation enzyme inhibition – biochemical, confirmation dose response, primary screen (AID 588689) | Dengue-2 NS5 methyltransferase capping enzyme assay, biochemical; higher % means a stronger effect | inhibition, % at 25 µM; hits with a dose series show IC50 in µM | 0.3% of 340,000 active; in the data active means a potency from the dose series; inconclusive means inhibition above about 29% without an active follow-up result
RSV CPE inhibition – RSV antiviral activity via CPE protection, HEp-2 cells, primary 10 µM value included (AID 2391); HEp-2 cells, RSV-induced CPE inhibition; higher % means a stronger effect; CPE inhibition, % at 10 µM; hits with a dose series show IC50 in µM; 0.13% of 310,000 active; in the data active means a potency from the dose series; inconclusive means CPE inhibition mostly from about 23% at the one dose, without a potency; inactive means the rest, 99 in 100 with CPE inhibition below about 21%; further: strong numbers were not always called active
AID2073 – inhibitors of Mint1-CaV2.2 protein interaction, biochemical, HTRF (AID 2073). HTRF protein-protein interaction, Mint1-CaV2.2; higher % means a stronger effect. inhibition, % at 20 µM, or IC50 in µM where a hit was titrated. 0.19% of 290,000 active; in the data active means inhibition mostly above about 51%, no sharp cut-off; inconclusive means no clear call, values can overlap the other calls; inactive means mostly below about 53%; further: some results filed as inactive read as strong as hits
SIAH1 antagonists – blockers of Siah-1 interaction with plectin peptide – biochemical, fluorescence polarization, rhodamine-plectin, uHTS, primary screen (AID 1817). Siah-1 / rhodamine-plectin peptide fluorescence polarization; higher % means a stronger effect. displacement, % at 20 µM, or IC50 in µM where a hit was titrated. 0.02% of 290,000 active;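 active means displacement of at least 50% at 20 µM, with a fluorescence ratio check between 0.3 and a set limit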;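 further: plate controls were Siah plus tracer with DMSO for no effect and tracer alone without Siah for full effect; strong numbers were not always called active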
NTR1 ag – NTR1-driven beta-arrestin-GFP spot formation – imaging, U2OS cells, high content, primary screen (AID 493036). activation, % at 20 µM. 0.17% of 330,000 active. P30989. agonist mode;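 active means activation at or above 40% of the spot to cytoplasm intensity ratio, with at least 20 cells analyzed; inconclusive means wells under 20 cells, flagged as cytotoxic or low count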;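 further: 0% = DMSO without peptide and 100% = 100 nM NTR1 peptide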
Target sequence (P30989 whole entry, looked up): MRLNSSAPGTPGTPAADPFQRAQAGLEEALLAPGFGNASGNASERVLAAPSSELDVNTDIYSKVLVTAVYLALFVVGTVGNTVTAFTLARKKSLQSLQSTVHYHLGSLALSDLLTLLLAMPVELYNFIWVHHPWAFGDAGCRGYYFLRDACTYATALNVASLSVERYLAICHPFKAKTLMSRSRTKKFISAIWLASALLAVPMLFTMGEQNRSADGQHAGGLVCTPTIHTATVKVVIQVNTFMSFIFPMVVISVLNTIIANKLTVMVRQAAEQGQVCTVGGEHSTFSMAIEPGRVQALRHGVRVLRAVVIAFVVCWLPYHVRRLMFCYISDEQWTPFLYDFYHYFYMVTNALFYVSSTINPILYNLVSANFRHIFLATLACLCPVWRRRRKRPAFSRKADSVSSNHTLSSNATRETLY
West Nile virus CPE – inhibition of WNV-induced cytopathic effect – cell-based, CPE readout (AID 1621). West Nile virus-infected cells, CPE inhibition; higher % means a stronger effect. 0.02% of 290,000 active. CPE inhibition, % at 10 µM, or IC50 in µM where a hit was titrated; in the data active means a potency from the dose series; inconclusive means CPE inhibition mostly from about 3.7% at the one dose, without a potency; inactive means the rest, 99 in 100 with CPE inhibition below about 2.2%; further: strong numbers were not always called active
K1F lysis inhibition – protection from phage-mediated lysis, alamar blue read-out – E. coli UTI89, K1F phage, bacterial capsule biogenesis inhibitors (AID 488966). 0.02% of 340,000 active. E. coli UTI89 K1F phage lysis, alamar blue, 2 h; higher % means a stronger effect. one-dose inhibition, % at 100 µM; IC50 in µM for titrated hits;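 active means phage lysis inhibition, versus mean bacterial control, above a set limit; inconclusive means no clear call, values can overlap the other calls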;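 further: capsule biogenesis inhibitors block K1F phage lysis so surviving cells raise fluorescence; higher fluorescence means more inhibition of phage lysis; actives were called in the ten point dose series up to 300 µM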
NTR1 ag cell count 20 µM – recorded beside NTR1 ag, whose call it bears; cell count; measured here: cell count, cytotoxicity flag
NS5 inhibitors pilot replicate – further read-out of NS5 inhibitors, marked with its call; inhibition, %; measured here: pilot screen replicate inhibition
The depositor's hits bear a star; ? = inconclusive; nt = no result given; [ ] = another dose, or the depositor's remark.

SMILES	SV40 large T antigen	MgcRacGAP inhibition	NS5 inhibitors	RSV CPE inhibition	AID2073	SIAH1 antagonists	NTR1 ag	NTR1 ag cell count 20 µM	West Nile virus CPE	K1F lysis inhibition	others
CC1CCc2nc(NC(=O)C3CCCO3)sc2C1 (stereo not drawn)	-9%	3%	-11%	0.2%	?	1%	-0.5	51	1.3%	-2.6%
c1ccc(NCc2ccccn2)cc1	12%	-6%	10%	0.5%	0%	16%	1.3	47	0.8%	0.3%
COc1ccc2c(c1)CC/C(=C\C=C\c1ccccc1OC)C2=O	0%	5%	-4%	6.0%	-6%	0%	-1.6	83	-0.8%	0.3%
COc1cc(OC)cc(C(=O)N[C@H](C(=O)Nc2cc(C)cc(C)c2)C(C)C)c1	7%	12%	8%	0.9%	-8%	0%	-1.0	51	-0.9%	0.1%
CCCN(CCC)CCNS(=O)(=O)c1ccc2c(c1)CCN2C(=O)C1CCC1	3%	13%	-4%	-1.4%	2%	0%	-0.1	54	-1.5%	-0.4%[50 µM]
CSc1nc2nc3c(cc2c(=O)n1-c1ccccc1C)COC(C)(C)C3	21%	0%	-1%	14%	-16%	1%	4.2	75	-0.1%	0.0%
COc1ccccc1C(=O)NNC(=O)C12CC3CC(CC(C3)C1)C2	1%	5%	-4%	1.9%	14%	-4%	0.0	41	-0.6%	0.4%
CC(C)C(NS(=O)(=O)c1cccs1)C(=O)N1CCC(C(N)=O)CC1 (stereo not drawn)	nt	-1%	3%	1.1%	nt	nt	3.0	74	nt	0.5%[50 µM]
CC(Sc1ccccc1)C(=O)Nc1ccc(S(=O)(=O)N2CCOCC2)cc1 (stereo not drawn)	0%	7%	-3%	3.1%	8%	5%	1.5	84	0.2%	1.0%
CC(C)[C@H](NC(=O)Nc1ccccc1F)C(=O)O	5%	11%	5%	-0.1%	-9%	-2%	0.1	56	-0.2%	0.2%
CC(=O)N1CC(C)Sc2ccc(S(=O)(=O)NCCc3ccccc3)cc21 (stereo not drawn)	14%	10%	5%	2.2%	5%	0%	-1.3	56	-0.2%	0.0%
O=[N+]([O-])c1ccccc1/C=C/CN1CCCCC1CO (stereo not drawn)	12%	10%	4%	-0.3%	13%	0%	-0.7	61	-0.7%	0.3%
C=CC[C@H](CC(=O)NCCO)C(=O)N[C@H](C)COC(=O)[C@@H](CC=C)Cc1ccc(F)cc1	nt	2%	-7%	nt	nt	nt	-1.4	64	nt	0.2%
COC(=O)c1ccccc1NC(=O)C1(S(=O)(=O)c2ccc(Cl)cc2)CC1	13%	10%	1%	3.0%	4%	-1%	0.7	35	-1.1%	0.0%
Cc1cc(-c2[nH]nc3c2C(c2cccc(O)c2)C(C#N)=C(N)O3)c(C)s1 (stereo not drawn)	32%	2%	-2%	1.4%	12%	-1%	0.6	94	0.1%	6.5%
CCN(CC)CCC(c1ccc(N(C)C)cc1)c1c(O)cc(OC)cc1OC (stereo not drawn)	15%	17%	4%	-1.2%	-13%	8%	-5.3	108	-0.2%	5.0%
COc1ccc(OC)c(-c2csc(N(CC3CCCO3)C(=O)Cc3ccccc3)n2)c1 (stereo not drawn)	5%	8%	-6%	5.6%	2%	1%	1.6	60	-1.9%	0.6%
O=C(Nc1ccc(O)c2c(=O)cc(-c3ccccc3Cl)oc12)c1ccc(Cl)c(Cl)c1	9%	14%	1%	2.5%	12%	3%	3.6	52	?	0.5%
C[C@]12c3[nH]c4ccccc4c3CCN1C(=O)C(CC(=O)NCCc1ccccn1)C[C@@H]2C(=O)N1CCCCC1 (stereo partly drawn)	nt	-4%	0%	nt	nt	nt	0.1	63	nt	0.0%	NS5 inhibitors pilot replicate=2.1
CC(C)CC(=O)NCc1ccc(F)cc1	3%	4%	1%	1.2%	-4%	-2%	-1.6	66	-0.1%	1.9%
Cc1ncc([N+](=O)[O-])n1CCOC(=O)NC(NCc1ccccc1Cl)C(Cl)(Cl)Cl (stereo not drawn)	-1%	4%	-9%	5.7%	8%	-3%	0.7	48	-0.7%	1.4%
O=C(c1cccs1)c1coc2ccc(O)c(CN3CCOCC3)c12	2%	1%	-2%	-0.1%	3%	3%	-0.4	102	-0.5%	-0.6%	NS5 inhibitors pilot replicate=-6.1
COc1cccc(OCC(O)CN2CCN(C(c3ccccc3)c3ccccc3)CC2)c1 (stereo not drawn)	10%	2%	3%	8.2%	nt	nt	2.9	69	nt	-0.7%
N#Cc1ccccc1NC(=O)Nc1ccc(Cl)cc1	-2%	12%	3%	-0.1%	1%	-1%	-0.6	29	0.3%	0.6%
CS(=O)(=O)N(CC(=O)N1CCN(Cc2ccccc2)CC1)c1ccccc1F	4%	14%	nt	-0.7%	-3%	-1%	-1.1	66	-1.5%	0.0%
CN(Cc1ccccc1)S(=O)(=O)c1ccc2[nH]c(=O)oc2c1	nt	0%	-3%	4.4%	4%	2%	-1.1	49	1.4%	0.0%
C=CCN(C(=O)c1ccccc1)C1CCS(=O)(=O)C1 (stereo not drawn)	3%	4%	-1%	1.2%	-6%	9%	1.4	26	-0.4%	-0.5%
CC(C)c1nc(SCC(=O)N2CC(=O)Nc3ccccc32)c2ccccc2n1	30%	8%	-1%	0.7%	-9%	2%	-0.5	30	0.7%	0.1%
CCOC(=O)C1CCN(C(=O)c2cc3c(=O)n4ccccc4nc3n2C)CC1	5%	6%	-1%	2.1%	?	15%	-1.5	78	0.1%	0.3%
COc1ccc([N+](=O)[O-])cc1N(CC(O)CN1CCCCC1)S(=O)(=O)c1ccc(C)cc1 (stereo not drawn)	7%	-2%	-3%	-1.6%	6%	-1%	-0.8	52	-0.3%	-4.2%
CSc1ccc(CN2C(=O)NC3(CCCCC3)C2=O)cc1	3%	2%	2%	3.3%	-1%	-6%	3.1	53	0.2%	3.1%
COc1cc(NC(=O)C2CCN(S(=O)(=O)c3ccc4c(c3)CC(C)N4C(C)=O)CC2)cc(OC)c1OC (stereo not drawn)	12%	10%	5%	1.7%	8%	-1%	-0.1	58	0.5%	0.2%
COc1ccc([C@@H]2CC=C(C(=O)O)[C@H](c3ccccc3)N2S(=O)(=O)c2ccccc2C)cc1	7%	8%	1%	0.7%	nt	nt	-2.8	90	nt	-0.1%
CCN1CCCC1CNC(=O)C(=O)NC1CC1 (stereo not drawn)	-2%	12%	-3%	1.9%	?	-8%	3.2	78	0.5%	0.3%
CCN(CC)C(=O)Cn1cc(C(=O)C(=O)NCc2cccnc2)c2ccccc21	6%	11%	-6%	1.5%	2%	0%	0.4	57	-0.1%	0.2%
COc1ccc(S(=O)(=O)CC(=O)Nc2ccccc2Cl)cc1	11%	4%	-4%	0.2%	-10%	-9%	0.1	41	0.8%	-0.7%
CN=c1scc(-c2ccc(F)cc2)n1/N=C/c1ccc(O)c(O)c1	?	30µM*	-3%	nt	28%	14%	12	80	-1.1%	-0.3%
CC(=C1C(=O)c2ccccc2C1=O)N1CCc2ccccc2C1	12%	8%	6%	0.5%	6%	1%	0.8	49	0.7%	0.6%
CCOc1ccc(NC(=O)CSc2nc(-c3cccs3)cc(C(F)(F)F)n2)c([N+](=O)[O-])c1	14%	1%	-6%	?	2%	9%	5.4	57	-0.8%	2.6%
COc1ccc(C2=CSC3=NCCN23)cc1[N+](=O)[O-]	7%	-2%	4%	1.5%	-12%	3%	0.3	45	-0.6%	0.0%
COCCn1nc2cc(C(=O)NCC34CC5CC(CC(C5)C3)C4)ccc2c1OC	3%	10%	-8%	1.6%	11%	-1%	38	80	-0.1%	-0.8%
Cc1cc(C)c(OCC(=O)OCCNC(=O)c2cccnc2)c(C)c1	8%	11%	2%	1.5%	1%	11%	-0.3	53	0.0%	0.3%
Cc1ccc(S(=O)(=O)NC(=O)CSc2nc3ccccc3s2)cc1	30%	8%	2%	1.1%	-4%	3%	-0.8	53	0.8%	0.4%
CC(=O)c1cnc2c(-c3ccccc3)c(C)nn2c1C	3%	6%	-3%	4.0%	5%	-4%	-0.9	57	nt	-0.4%
CCN(CC)Cc1c(NC(=O)c2ccccc2)sc(C)c1C	-3%	4%	-15%	1.8%	-3%	2%	-0.2	38	0.0%	1.0%
O=C(Nc1cccnc1)c1ccc2c(c1)C(=O)N(CC1CCCO1)C2=O (stereo not drawn)	0%	11%	-2%	-1.0%	-11%	-4%	-0.8	85	0.4%	1.5%
COc1ccc(-c2nc(CC(=O)O)cs2)cc1	2%	7%	-7%	0.8%	-6%	-4%	0.2	51	0.1%	-0.1%
Cc1ccc(SCC(=O)Nc2ccccc2N2CCOCC2)cc1	-3%	3%	4%	9.0%	9%	3%	3.2	58	-0.9%	-0.1%

Structures above containing an NH in an aromatic ring (3):
SMILES	SV40 large T antigen	MgcRacGAP inhibition	NS5 inhibitors	RSV CPE inhibition	AID2073	SIAH1 antagonists	NTR1 ag	NTR1 ag cell count 20 µM	West Nile virus CPE	K1F lysis inhibition	others
Cc1cc(-c2[nH]nc3c2C(c2cccc(O)c2)C(C#N)=C(N)O3)c(C)s1 (stereo not drawn)	32%	2%	-2%	1.4%	12%	-1%	0.6	94	0.1%	6.5%
C[C@]12c3[nH]c4ccccc4c3CCN1C(=O)C(CC(=O)NCCc1ccccn1)C[C@@H]2C(=O)N1CCCCC1 (stereo partly drawn)	nt	-4%	0%	nt	nt	nt	0.1	63	nt	0.0%	NS5 inhibitors pilot replicate=2.1
CN(Cc1ccccc1)S(=O)(=O)c1ccc2[nH]c(=O)oc2c1	nt	0%	-3%	4.4%	4%	2%	-1.1	49	1.4%	0.0%

The results go on.
SMILES	SV40 large T antigen	MgcRacGAP inhibition	NS5 inhibitors	RSV CPE inhibition	AID2073	SIAH1 antagonists	NTR1 ag	NTR1 ag cell count 20 µM	West Nile virus CPE	K1F lysis inhibition	others
O=C(CSc1nnc(-c2ccncc2)s1)Nc1ccc(Cl)c(C(=O)O)c1	6%	3%	-12%	3.1%	?	6%	-0.2	43	0.7%	-0.1%
O=c1nc(SCc2c(F)cccc2Cl)nc(-c2ccccc2)[nH]1	11%	nt	nt	2.2%	12%	18%	1.1	42	0.3%	nt
CCOC(=O)c1sc(NS(=O)(=O)c2ccccc2Cl)nc1C	1%	-1%	20%	1.7%	5%	5%	2.9	119	0.8%	0.0%	NS5 inhibitors pilot replicate=1.2
O=C(CN1C2=NCCN2c2ccccc21)c1ccco1	13%	6%	1%	1.0%	-3%	3%	-1.1	66	0.1%	0.1%
O=C(O)C1CCN(C(=O)c2csc(-c3ccc4c(c3)CCO4)n2)CC1	3%	9%	-2%	3.8%	-5%	1%	-0.1	56	0.1%	0.4%
CCN(CC)c1ccc(NC(=O)Nc2ccc(C(C)=O)cc2)cc1	8%	10%	-9%	4.3%	-22%	6%	4.9	75	-0.5%	0.2%
